Eya2 phos inh – Eya2 (human) phosphatase inhibition | recombinant Eya2, OMFP fluorescence dephosphorylation (OMFP is methylfluorescein phosphate) | Potency, µM (top dose mostly 76.9 µM), inactives show at the highest dose activity, negative = inhibition, actives largely listed as inhibitors | AID 488837 | O00167 | 330,000 compounds, 0.006% hits; further: potency means the concentration at half of the fitted maximal effect
Target sequence (O00167 whole entry, looked up): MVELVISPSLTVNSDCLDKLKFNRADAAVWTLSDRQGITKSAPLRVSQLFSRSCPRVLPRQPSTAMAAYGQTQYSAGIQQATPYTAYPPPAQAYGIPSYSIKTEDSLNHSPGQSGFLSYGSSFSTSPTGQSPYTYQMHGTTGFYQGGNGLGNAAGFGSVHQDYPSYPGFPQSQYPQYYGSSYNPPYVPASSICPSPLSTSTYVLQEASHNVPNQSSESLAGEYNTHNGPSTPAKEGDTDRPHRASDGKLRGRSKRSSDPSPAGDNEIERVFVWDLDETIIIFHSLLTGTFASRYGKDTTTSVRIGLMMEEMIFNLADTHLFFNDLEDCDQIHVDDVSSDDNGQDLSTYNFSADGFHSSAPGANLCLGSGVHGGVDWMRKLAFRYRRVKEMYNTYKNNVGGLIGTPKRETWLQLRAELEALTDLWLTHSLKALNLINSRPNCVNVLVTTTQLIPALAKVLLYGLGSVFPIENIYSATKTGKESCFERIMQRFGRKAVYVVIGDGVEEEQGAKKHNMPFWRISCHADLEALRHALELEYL
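Eya2 (0.2 uM) preincubated 10 min at ambient with compound, then OMFP substrate added at 50 uM; 10 min reaction in 50 mM HEPES pH 7.5, 50 mM NaCl, 5 uM MgCl2, 0.05% BSA, 1 mM DTT. Fluorescence read at Ex 485/Em 525 nm.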
KCNH2 3.1 inh – blocks the human KCNH2 3.1 channel isoform | activity change, % (tested at about 1.8 µM) | AID 720553 | 340,000 compounds, 0.95% hits | U2OS KCNH2 3.1, thallium flux FluxOr; active compounds read low;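 active means maximum activity change below -70%; inconclusive means maximum activity change from -70% to -50%; inactive means maximum activity change above -50%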;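 further: thallium influx rate constant from kinetic fluorescence after stimulation buffer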
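FluxOr-based Tl+ influx in U2OS cells transduced with KCNH2 3.1 virus; rate constants normalized to DMSO controls.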
Giardia kill – Giardia lamblia killing | Giardia lamblia trophozoite viability | activity change, % at 7.66 µM, hits read low | 340,000 compounds, 0.15% hits | AID 540267; in the data active means activity change below about -80%; inconclusive means between about -30% and that limit;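 further: parasites exposed to compound for two days anaerobically before the ATP read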
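Trophozoite viability was measured as ATP-dependent luminescence, read 15-30 min after reagent addition. Before that, parasites at 100 cells/well were exposed to compounds for 48 h, anaerobically, at 37 deg C.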
USP2a block – blocks human ubiquitin-specific protease USP2a | USP2 core, Ub-CHOP2 coupled fluorogenic reporter, 485/531 | Potency, µM (highest dose often 38.3 µM), for the others: at the top dose activity change, negative = inhibition, actives largely listed as inhibitors | 330,000 compounds, 0.01% hits;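 further: potency means the concentration at half of the fitted maximal effect; plate controls were DMSO wells for no effect and full inhibition by NEM control for full effect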
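USP2 core (10nM final) preincubated 30min RT with compound in 20mM Tris-HCl pH 8.0, 2mM CaCl2, 2mM beta-mercaptoethanol, 0.05% CHAPS; 25nM Ub-CHOP2 plus 25nM reporter substrate added, fluorescence (Ex485/Em531) read after 60min.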
GALK inhibitor – inhibitors of human galactokinase. Potency, µM (highest dose often 57.5 µM), without a hit: at the top dose activity change, negative = inhibition, hits mostly inhibitors. P51570. 270,000 compounds, 0.007% hits. Purified GALK, Kinase-Glo residual ATP luminescence; further: potency means the concentration at half of the fitted maximal effect
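Quantitative HTS: GALK 5 nM, ATP 35 uM, galactose 100 uM, 1 h room temperature, then luciferase-based ATP detection.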
B2AR arrestin – recruits beta-arrestin to the human beta2-adrenergic receptor. Potency, µM (titrated, usually from 46.1 µM), inactives show at the top dose activation, hits mostly activators. beta-arrestin recruitment to beta2AR, cell-based reporter. 330,000 compounds, 0.02% hits;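 further: potency means the concentration at half of the fitted maximal effect; 0% = DMSO controls and full agonism = EC100 isoproterenol or metaproterenol; nearly all actives have a fitted effect of over 65% in size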
Target sequence (P07550 whole entry, looked up): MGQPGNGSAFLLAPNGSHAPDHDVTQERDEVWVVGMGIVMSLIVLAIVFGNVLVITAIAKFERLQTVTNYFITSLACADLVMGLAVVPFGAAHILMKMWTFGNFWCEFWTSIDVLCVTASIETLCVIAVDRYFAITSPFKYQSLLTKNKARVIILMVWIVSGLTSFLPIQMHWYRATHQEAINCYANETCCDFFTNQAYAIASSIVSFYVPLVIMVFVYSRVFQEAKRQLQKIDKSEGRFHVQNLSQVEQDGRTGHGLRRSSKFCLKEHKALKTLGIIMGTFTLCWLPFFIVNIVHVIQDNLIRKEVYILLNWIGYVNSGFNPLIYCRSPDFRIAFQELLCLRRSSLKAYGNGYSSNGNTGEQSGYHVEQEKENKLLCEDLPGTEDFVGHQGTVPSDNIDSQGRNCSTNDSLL
uPA surface inh – blocks generation of uPA at the cell surface; AID 540303; 330,000 compounds, 0.31% hits; cell surface uPA generation assay, qHTS; Potency, µM (series often up to 38.3 µM), without a hit: top-dose activity change, negative = inhibition, most hits filed as inhibitors; active means well fitted inhibition curve with a large enough effect; inconclusive means small, poorly fitted or top-dose-only effect; inactive means no such curve, though single readings can be large or run the other way; tested in mouse RAW 264.7 cells; further: potency means the concentration at half of the fitted maximal effect; nearly all actives have a fitted effect of over 55% in size
FBPA coupling cs – coupling enzyme interference in Giardia aldolase counter-screen; activity change, negative = inhibition, % at 58.2 µM, hits read low; AID 2472; 290,000 compounds, 0.67% hits; coupling enzyme system counterscreen, AmpLite Red fluorescence; in the data active means activity change below about -30%
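First, compound is pin-transferred into glyceraldehyde-3-phosphate coupling-enzyme reagent at 57.5 uM final and held 10 min at RT. Next, substrate, coupling system and AmpLite Red are added. After 20 min RT, fluorescence (525/598 nm) is read.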
hERG WT inh – KCNH2 (human, wildtype) channel inhibition; U2OS, BacMam KCNH2, thallium flux FluxOr; active compounds read low; activity change, % at 1.84 µM; 340,000 compounds, 0.37% hits;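 active means maximum activity change below -70%; inconclusive means maximum activity change between -70% and -50%; inactive means maximum activity change above -50%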
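U2OS cells were transduced with wild-type KCNH2 virus (2.03 x 10^8 / mL) for 4 h at room temperature, then cultured overnight at 37 C. Thallium flux was read with FluxOr dye. Rate constants were normalized to DMSO controls.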
PKM2 act – increases activity of human pyruvate kinase M2; P14618; purified PKM2, Kinase-Glo ATP luminescence, activation; response scale: 0% is enzyme alone, no compound; Potency, µM (series often up to 57.5 µM), for the others: at the top dose activation, actives largely listed as activators; 260,000 compounds, 0.34% hits; AID 1631; further: potency means the concentration at half of the fitted maximal effect; nearly all actives have a fitted effect of over 55% in size
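Purified hPK-M2 (>95%) run at intermediate activity with 0.1 mM ADP and 0.5 mM PEP in 50 mM imidazole pH 7.2, KCl, MgCl2; 1 h room temperature. ATP formed read by Kinase-Glo luminescence; normalized to uninhibited and no-enzyme controls.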
Chronic BCR inh – inhibitors of chronic active B-cell receptor signaling. ABC-DLBCL IkBa-CBG/CBR reporter, luminescence ratio, 4 h. Potency, µM (series often up to 46.1 µM), inactives show top-dose ratio change, negative = lower green/red ratio, most hits filed as inhibitors. 340,000 compounds, 0.05% hits. AID 493014; active means well fitted inhibition curve with a large enough effect in the signal ratio, with a control signal flat, not every such curve was filed as active; inconclusive means small, poorly fitted or top-dose-only effect, or effect the other way, or a change in a side signal; the % refers to the signal ratio;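 further: potency means the concentration at half of the fitted maximal effect; plate controls were basal doxycycline-induced cells for no effect and cells given 10 µM MG132 for full effect; MG132 reads +100%, hits lower the ratio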
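Concentration-response series (up to 46 uM) were applied to TMD8 dual-reporter cells for 4 h at 37C with doxycycline. Green/red ratio, after filter-overlap correction, defined %Activity; red signal alone was normalised to basal cells and zero luminescence.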
Active calls of the source: *; ? = inconclusive; . = no result given; [ ] = dose if it differs, or a comment. Unless noted, the call rests on the fitted dose curve; in most records, active means well fitted curve in the direction sought with a large enough effect; inconclusive means small, poorly fitted or top-dose-only effect, or another doubt; inactive means no such curve, though single readings can be large; an effect the other way counts as inactive or inconclusive. Unless noted, on the % scale 0 is the no-effect control and ±100 the full control effect.

SMILES	Eya2 phos inh	KCNH2 3.1 inh	Giardia kill	USP2a block	GALK inhibitor	B2AR arrestin	uPA surface inh	FBPA coupling cs	hERG WT inh	PKM2 act	Chronic BCR inh
COc1ccc(-c2cc(C)no2)cc1S(=O)(=O)NCc1cccc(C)c1	-7%	-19	4	1%	5%	-0.2%	-8%	.	7	.	1%
COc1ccc(OCC(=O)Nc2c(C(=O)N3CCC(N4CCCCC4)CC3)oc3ccccc23)cc1	-19%	-27	-13	3%	9%	-0.1%	-14%	2	39	.	2%
Cc1sc2c(c1C)c(=O)n(-c1ccc(Cl)cc1)c(=O)n2Cc1cc(=O)n2ccccc2n1	-2%	0	-15	1%	1%	-1.4%	-10%	1	-4	3%	-1%
O=C(c1cnsn1)N1CCC(CO)(Cc2cccc(F)c2)CC1	-8%	7	17	10%	-3%	-0.1%	-1%	7	-2	2%	0%
COc1ccc(-c2cc(C)no2)cc1S(=O)(=O)N1CCN(c2ccccn2)CC1	0%	-48	-2	1%	1%	0.3%	-6%	.	1	.	-3%
O=C(Nc1ccc2c(c1)CCC2)c1ccccc1F	-9%	6	-29	4%	2%	-0.7%	?	0	-7	-9%	?
C=CCn1c(CNC(=O)c2ccccc2F)nnc1SCc1nc2ccccc2c(=O)[nH]1	-4%	0	-17	1%	0%	0.0%	5%	-2	5	-1%	-11%
Cc1nc(-c2cc(-c3nc(-c4ccc(C(F)(F)F)cc4)no3)no2)cs1	-3%	5	0	0%	-1%	-0.9%	-1%	3	6	2%	8%
CCOc1cc(C(C(=O)NCC2CCCO2)N(C(=O)Cn2nnc3ccccc32)c2cccc(OC)c2)ccc1O (stereo unspecified)	3%	?	10	-1%	0%	5.3%	-15%	1	-6	2%	0%
COc1ccc(Nc2nc(C)nc3c2oc2ccccc23)cc1	6%	2	-16	1%	1%	0.2%	2%	1	8	.	10%
NS(=O)(=O)c1ccc(NC(=S)NC(=O)c2ccc(-c3ccccc3)cc2)cc1	4%	-50	25	0%	0%	-0.8%	-7%	0	-16	-15%	?
COc1cccc2cc(C(=O)C3=C(O)C(=O)N(CCCN(C)C)C3c3ccncc3)oc12 (stereo unspecified)	16%[15.4 µM]	.	.	4%	2%	-0.8%	.	0	.	2%	4%
COc1cccc(CNCc2ccc(SC)cc2)c1OC	-4%	-11	5	-2%	5%	-0.6%	-12%	2	8	5%	6%
Cc1[nH]c(=O)[nH]c(=O)c1S(=O)(=O)NCC12CC3CC(CC(C3)C1)C2	-5%	1	17	-1%	-2%	0.1%	2%	-3	-14	-8%	?
COc1cccc(-c2cc(C(=O)N3CCCCC3C)no2)c1 (stereo unspecified)	11%	-2	-3	1%	1%	0.3%	?	0	-2	-1%	-15%
CC(C)NC(=O)Nc1ccc2c(c1)C(=O)N([C@H](C)CO)C[C@H](C)[C@@H](CN(C)S(=O)(=O)c1cn(C)cn1)O2	0%	-30	-2	1%	.	6.1%	16%	.	2	.	0%
COC(=O)c1cc2c(ccn2-c2ccc(F)cc2)n1CC(=O)OC(C)C	4%	-2	-22	0%	3%	0.0%	9%	-7	.	-8%	20%
CCN(C(=O)COC(=O)Cc1c(F)cccc1Cl)c1c(N)n(Cc2ccccc2)c(=O)[nH]c1=O	-16%	-102*	4	3%	.	0.1%	0%	.	2	.	1%
CCOc1ccc(C(=O)NCCN2CCCCC2)c(OCC)c1	-3%	-24	21	0%	4%	-1.1%	1%	4	-7	2%	6%
COc1cc(C(=O)N/N=C/c2cc([N+](=O)[O-])cs2)cc(OC)c1OC	-14%	18	-18	1%	.	0.6%	-13%	2	-7	4%	?
COc1ccc(CNC(=O)C(=O)NCC2OCCN2S(=O)(=O)c2ccc(OC)c(OC)c2)cc1 (stereo unspecified)	9%	-4	0	0%	-4%	-1.6%	-7%	.	-3	9%	10%
C1CSC2(N1)C1CC3CC2CC(C1)C31NCCS1 (stereo unspecified)	9%	-1	-14	0%	-3%	0.3%	5%	0	8	-16%	?
O=C(Cn1nc2n(c1=O)-c1ccccc1SC2)N/N=C/c1cccnc1	2%	-8	1	-1%	2%	-0.2%	7%	-2	-10	-7%	?
COc1ccc(NC(=O)N2CCCC2C(=O)NC2CCCC2)cc1 (stereo unspecified)	1%	1	0	4%	1%	0.2%	2%	0	-15	.	4%
Cc1cccc(N(C)C(=O)CCS(=O)(=O)c2cccc3nonc23)c1	2%	2	6	-1%	0%	-0.8%	-5%	0	-4	-3%	0%
CN(Cc1ccccc1)C(=O)c1[nH]cnc1C(=O)N[C@@H](Cc1ccccc1)C(=O)OCc1ccccc1	-4%	-9	-3	-1%	-5%	0.4%	-2%	-5	-1	3%	?
CC1(C)Cc2c(sc3ncnc(NN)c23)CO1	5%	4	-1	3%	-6%	0.4%	-27%	-2	10	-14%	1%
Cc1cccc(NC(=O)c2ccc(S(=O)(=O)N3CCOCC3)cc2)n1	-18%	-10	-4	0%	4%	0.0%	11%	4	1	1%	7%
CC(C)c1ccc(OCC(=O)N(Cc2ccco2)C2CCS(=O)(=O)C2)cc1 (stereo unspecified)	-1%	-21	-6	0%	.	-0.1%	-7%	1	8	9%	-1%
COc1ccc(NC(=O)CSc2nnc(Cn3cnc4ccccc43)n2C)cc1	3%	3	-17	-2%	-3%	-0.8%	0%	0	2	3%	-10%
CCOC(=O)C1=C(O)C(=O)N(c2ccc(S(N)(=O)=O)cc2)C1c1ccc(OC)cc1 (stereo unspecified)	-16%	3	5	4%	-2%	-0.5%	.	5	16	-3%	1%
COC(=O)CSc1nnc(CNS(=O)(=O)c2ccc(Br)cc2)n1C	4%	-6	-5	0%	1%	0.0%	0%	-3	5	3%	5%
CCOC(=O)c1cnc(SCCN2CCOCC2)nc1N	9%	-9	3	0%	5%	-0.8%	2%	5	1	3%	-1%
Cc1ccc(S(=O)(=O)N2CCCCC2)cc1NC(=O)c1ccncc1	-18%	4	0	3%	.	-0.8%	-2%	.	-13	.	3%
COc1ccc(CNC(=O)c2ccc(C(C)C)cc2)cc1	-18%	-19	7	1%	-1%	-0.5%	1%	0	2	5%	-2%
CCOc1ccc(CC(=O)NCC(=O)NCc2cc(=O)n(C)c(=O)n2C)cc1	7%	8	7	-1%	.	-0.9%	1%	1	-3	?	6%
CCOc1cc(N2CCOCC2)c(OCC)cc1NC(=O)COC(=O)c1cc2ccccc2cc1O	3%	-19	-12	0%	1%	-0.2%	1%	-1	2	-9%	-2%
CC1Cc2ccccc2N1C(=O)COC(=O)c1cccc(Br)c1 (stereo unspecified)	13%	-3	0	-1%	.	-0.3%	1%	.	-8	.	-3%
CSc1ccc(/C=C(\NC(=O)c2ccccc2)C(=O)NCCN2CCOCC2)cc1	7%	-49	-8	2%	9%	0.3%	-10%	2	25	6%	-11%
COc1cc(C2=NOC(C(=O)NCc3ccccn3)C2)cc(OC)c1OC (stereo unspecified)	4%	4	7	4%	1%	0.1%	0%	-1	-4	-2%	-1%
COC(=O)c1ccc(C(NC(=O)OCc2ccccc2)/C(C)=C/[C@@H](C)C(=O)NCc2ccc(OC)c(OC)c2)cc1 (stereo partly specified)	1%	3	-3	-2%	.	-0.9%	1%	-1	-5	-1%	-5%
COc1ccc(NC(=O)CON=CC(=O)Nc2ccc(C)cc2)c(OC)c1	1%	-3	13	-4%	.	-1.4%	0%	.	2	.	1%
Cc1nn(-c2ccccc2)c(N2CCCC2)c1/C=N/NC(=O)c1cc(-c2cccnc2)nc2ccccc12	5%	-4	-15	0%	1%	-0.4%	4%	0	4	6%	3%
COc1ccc(CCCC(=O)NCc2ccccc2)cc1C	-12%	-13	-3	1%	-3%	-0.7%	-12%	0	0	-3%	?
NC(=O)c1ccc(NC(=O)Cc2csc(-c3ccccc3)n2)cc1	-12%	-17	11	3%	9%	-0.4%	1%	2	-7	-2%	-4%
COc1ccccc1N1C(=O)C2C(C(=O)c3ccccc3)=NN(c3ccc(C)cc3)C2C1=O (stereo unspecified)	40%	-24	6	?	-3%	0.2%	-7%	-1	-19	-1%	5%
CCN1CCN(C(=O)C(=O)c2cn(CC(=O)N(CC)CC)c3ccccc23)CC1	-3%	3	8	-1%	5%	-0.7%	-5%	2	4	0%	0%

One compound at a time, from the list above. Screens in order: Eya2 phos inh, KCNH2 3.1 inh, Giardia kill, USP2a block, GALK inhibitor, B2AR arrestin, uPA surface inh, FBPA coupling cs, hERG WT inh, PKM2 act, Chronic BCR inh
CCOc1cc(N2CCOCC2)c(OCC)cc1NC(=O)COC(=O)c1cc2ccccc2cc1O in the list: 3%, -19, -12, 0%, 1%, -0.2%, 1%, -1, 2, -9%, -2%
CSc1ccc(/C=C(\NC(=O)c2ccccc2)C(=O)NCCN2CCOCC2)cc1 in the list: 7%, -49, -8, 2%, 9%, 0.3%, -10%, 2, 25, 6%, -11%
Cc1nn(-c2ccccc2)c(N2CCCC2)c1/C=N/NC(=O)c1cc(-c2cccnc2)nc2ccccc12 in the list: 5%, -4, -15, 0%, 1%, -0.4%, 4%, 0, 4, 6%, 3%
